Source: PubChem (several laboratories)
MrgX1 PAM – allosterically activates human MrgX1 receptor signaling. Q96LB2. MrgX1-HEK293, Fluo-4 calcium flux, FDSS; stronger effect = higher value. B-score at 10 µM. 0.63% of 310,000 active;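 active = plate-corrected calcium response at least 3 library SD above typical, normal starting fluorescence, not activating the receptor alone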;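 note: compound read alongside a low EC10 to EC30 dose of BAM8-22 agonist; peak minus trough fluorescence over baseline measured at the second addition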
TRPC4 block – blocks the mouse TRPC4 cation channel | Q9QUQ5 | HEK293 TRPC4beta/mu-opioid, DAMGO-evoked Fluo4 calcium flux; stronger effect = lower value | B-score at 10 µM | 0.39% of 300,000 active | AID 2247;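 active = B-score over 3 SD under the library average, no early fluorescence shift, positive overall ratio signal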
Target sequence (Q9QUQ5 whole entry, looked up): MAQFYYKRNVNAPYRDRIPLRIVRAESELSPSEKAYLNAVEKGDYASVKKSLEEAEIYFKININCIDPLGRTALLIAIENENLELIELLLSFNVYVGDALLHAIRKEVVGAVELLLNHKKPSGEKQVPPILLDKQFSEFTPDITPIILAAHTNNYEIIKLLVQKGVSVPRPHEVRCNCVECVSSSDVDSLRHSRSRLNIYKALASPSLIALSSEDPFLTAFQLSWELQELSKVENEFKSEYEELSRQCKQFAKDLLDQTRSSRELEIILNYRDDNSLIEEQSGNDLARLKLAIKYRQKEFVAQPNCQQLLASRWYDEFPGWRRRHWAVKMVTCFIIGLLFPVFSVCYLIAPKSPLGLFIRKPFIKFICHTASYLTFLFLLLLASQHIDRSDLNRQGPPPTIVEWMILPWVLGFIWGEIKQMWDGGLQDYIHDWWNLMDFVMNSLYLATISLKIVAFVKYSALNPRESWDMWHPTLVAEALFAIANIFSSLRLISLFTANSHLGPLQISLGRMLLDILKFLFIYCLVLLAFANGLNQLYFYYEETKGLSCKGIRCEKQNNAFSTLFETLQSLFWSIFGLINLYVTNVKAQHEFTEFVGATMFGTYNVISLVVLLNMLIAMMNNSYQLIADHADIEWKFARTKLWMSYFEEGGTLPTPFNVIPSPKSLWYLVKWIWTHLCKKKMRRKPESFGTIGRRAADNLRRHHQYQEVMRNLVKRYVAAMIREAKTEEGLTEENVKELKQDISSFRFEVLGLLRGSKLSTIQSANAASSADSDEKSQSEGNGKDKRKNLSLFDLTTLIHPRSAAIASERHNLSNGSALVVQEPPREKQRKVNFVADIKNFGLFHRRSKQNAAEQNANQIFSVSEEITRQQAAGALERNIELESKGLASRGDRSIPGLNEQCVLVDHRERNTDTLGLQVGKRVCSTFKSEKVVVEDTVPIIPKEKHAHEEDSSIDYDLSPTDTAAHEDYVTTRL
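Assay system: Stable TRPC4beta/mu-opioid receptor HEK293 cells | Reagent: DAMGO in two steps, submaximal then maximal | Compound dosing: Single concentration per test compound | Signal: Fluo4 Ca2+ flux fluorescence | Evaluation: Per-well B score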
TRPC4 agonist – opens the mouse TRPC4 cation channel | HEK293 TRPC4beta/mu-opioid, Fluo4 calcium fluorescence; stronger effect = higher value | AID 2237 | B-score at 10 µM | 0.49% of 310,000 active;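 active = B-score above 5 SD of library B-scores, and initial fluorescence ratio not above library mean plus 5 SD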;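 note: positive B-score marks a calcium rise read as TRPC4 activation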
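Incubation: 45 min room-temperature Fluo4 loading, 110 s read / System: HEK293 cells stably co-expressing mouse TRPC4beta and mu-opioid receptor / Signal: Fluo4 fluorescence, kinetic / Control set: buffer (low) and maximal DAMGO (high) / Measure: integrated baseline-normalised fluorescence ratio, converted to per-well B score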
ANO1 block – mouse TMEM16A channel inhibition, primary screen; Q8BHY3; HEK293 TMEM16A/YFP iodide influx fluorescence, ionomycin; normalized B-score (activity score, 25-100; higher = stronger inhibition) at 10 µM; 1.2% of 310,000 active; AID 588511;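 active = ratio plate-corrected score three or more library SD toward inhibition, starting fluorescence score within five deviations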;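 note: score derived from kinetic fluorescence span divided by baseline fluorescence per well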
TRPC4 potent – allosterically enhances the mouse TRPC4 cation channel; Q9QUQ5; HEK293 TRPC4beta/mu-opioid, DAMGO EC20, Fluo-4 Ca2+ flux; stronger effect = higher value; B-score at 10 µM; 0.42% of 310,000 active; AID 2227;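 active = B-score of calcium response area above 5 SD of library B-scores, with initial fluorescence ratio within 5 SD of library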;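 note: B-score of integrated fluorescence ratio over time as area under calcium response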
MrgX1 agonist – activates human MrgX1 receptor signaling | Q96LB2 | MrgX1-HEK293 cells, Fluo-4 calcium fluorescence, agonist mode; stronger effect = higher value | B-score at 10 µM | 0.44% of 310,000 active | AID 588627;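 active = calcium response B-score plate-corrected fluorescence ratio at least 3 library SD, with starting fluorescence B-score inside 5 SD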
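System – MrgX1-expressing HEK293 cells · Incubation – cells plated overnight, dye loaded 0.5 h 37 °C, 0.5 h room temperature · Technique – kinetic Fluo-4 NW fluorescence of intracellular calcium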
TRPC6 activator – activates the mouse TRPC6 cation channel. Q61143. HEK293-TRPC6 membrane potential dye fluorescence; stronger effect = higher value. B-score at 10 µM. 0.13% of 310,000 active;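 active = B-score of the integrated fluorescence ratio above library mean plus 3 SD, and starting fluorescence ratio within library mean plus 5 SD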;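 note: higher score means more depolarization so channel activation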
MrgX1 antagonist – blocks BAM8-22 activation of human MrgX1 receptor. 1.3% of 310,000 active. MRGX1-HEK293 calcium flux, Fluo-4, BAM8-22 antagonism; stronger effect = lower value. B-score at 10 µM. Q96LB2. AID 588676;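 active = calcium-response B-score plate-corrected more than 3 library SD below zero, starting fluorescence within 5 deviations, no agonist response on first addition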;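 note: peak minus trough fluorescence over baseline after final BAM8-22 challenge near maximal dose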
SKKanGAS inh – blocks kanamycin growth of S. pyogenes SKKanGAS strain; BacTiter-Glo, 6 h; inhibition, % at 7.5 µM; 1.3% of 300,000 active;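 active = mean replicate score, as percent of positive control median, at least 50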;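 note: strain carries kanamycin resistance gene driven by streptokinase promoter and grows in 40 µg/ml kanamycin; loss of luminescence reflects streptokinase promoter inhibition or plain growth inhibition; 0% = median of DMSO wells and 100% = positive control at its reference dose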
TRPC6 inh – blocks the mouse TRPC6 cation channel | Q61143 | HEK293-TRPC6, membrane potential dye, ACh-evoked depolarization; stronger effect = lower value | B-score at 10 µM | 1.1% of 310,000 active;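 active = B-score under library mean minus 3 SD, initial fluorescence not abnormally high, positive integrated signal ratio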;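 note: B-score derived from integrated fluorescence ratio over the kinetic read; more negative B-score means stronger inhibition of depolarization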
ANO1 activ – activates or potentiates the mouse TMEM16A chloride channel | Q8BHY3 | HEK293 TMEM16A/YFP-H148Q/I152L, iodide quench fluorescence; stronger effect = lower value | B-score at 10 µM | 0.3% of 340,000 active | AID 623877;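 active = fluorescence-ratio B-score plate-corrected deviation score at least 3 library SD below zero, with starting fluorescence score within 5 deviations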;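 note: channel opened by trigger with iodide after compound preincubation; score built on the fluorescence ratio of max minus min over baseline; more negative score means more quench and so TMEM16A activation or potentiation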
Numbers without * were called inactive; i = inactive; / = no result given.

mol	SKKanGAS inh	ANO1 block	TRPC4 potent	MrgX1 agonist	MrgX1 antagonist	TRPC4 block	TRPC4 agonist	TRPC6 inh	TRPC6 activator	MrgX1 PAM	ANO1 activ
COc1ccccc1N(C(=O)CNC(=O)c1ccco1)C(C(=O)NC1CCCCC1)c1ccncc1 (configuration not stated)	-2.0	i	i	i	i	i	i	i	i	i	i
Cc1cc(-n2c(SCc3ccccc3F)nc3n[nH]c(C)c3c2=N)ccc1Cl	4.0	i	i	i	i	i	i	i	i	i	i
Cc1ccc(OCc2nnc(N)s2)cc1C	-10.5	i	i	i	i	i	i	i	i	i	i
COc1ccc(C(=O)N2CCN(C(=O)c3ccco3)CC2)cc1OC	-3.1	i	i	i	i	i	i	i	i	i	i
CC(=O)c1ccc(N2C(=O)[C@@H]3C(CCC(N)=O)NC4(C(=O)Nc5c4ccc(Cl)c5C)[C@@H]3C2=O)cc1 (some centres not stated)	-10.5	i	i	i	i	i	i	i	i	i	i
Cc1[nH]nc2c1C(c1ccco1)C(C#N)=C(N)O2 (configuration not stated)	1.0	i	i	i	i	i	i	i	i	i	i
CCCc1nnc(NC(=O)Nc2ccc(OC)cc2)s1	-1.5	i	i	i	i	i	i	i	i	i	i
CCN1CCN(c2cc(C(C)C)nc3c(-c4ccccc4)c(C)nn23)CC1	2.5	i	i	i	i	i	i	i	i	i	i
COc1cccc(-c2noc(C(C)n3nc(C)c([N+](=O)[O-])c3C)n2)c1 (configuration not stated)	-0.4	i	i	i	i	i	i	i	i	i	i
CCCCOc1ccc(C(=O)Nn2c(-c3cccs3)nc3ccccc3c2=O)cc1	-1.8	i	i	i	i	i	i	i	i	i	i
Cc1cc(NS(=O)(=O)c2ccc(NS(=O)(=O)c3ccc(Br)cc3)cc2)no1	15.6	i	i	i	i	i	i	i	i	i	i
CN(C)c1ccc(N2C(=O)CC(Nc3ccc(N4CCOCC4)cc3)C2=O)cc1 (configuration not stated)	/	i	i	i	i	i	i	i	i	i	i
Cc1cc(=O)oc2cc(OCc3cc4c(cc3Cl)OCO4)ccc12	-4.8	i	i	i	i	i	i	i	i	i	i
COc1ccc(CN2CCNC(=O)C2CC(=O)NCCSc2nccn2C)cc1OC (configuration not stated)	-5.9	i	i	i	i	i	i	i	i	i	i
Cc1ccccc1OCC(=O)Nc1cccc(N(C)S(C)(=O)=O)c1	9.4	i	i	i	i	i	i	i	i	i	i
CC(C)C[C@H](NC(=O)c1[nH]cnc1C(=O)Nc1ccc(Cl)cc1)C(=O)OC(C)(C)C	60.1*	i	i	i	i	/	i	i	i	i	i
COC(=O)C1=C(C)NC(C)=C(C(=O)OC)C1C(=O)OCc1nc2cc(C(=O)OC)ccc2c(=O)[nH]1	5.8	i	i	i	i	i	i	i	i	i	i
O=P(O)(O)c1ccccc1OCCCCCOc1ccccc1P(=O)(O)O	-3.0	i	i	i	i	i	i	i	i	i	i
CCCC(=O)Nc1nn(CC)c2nc3ccc(C)cc3cc12	-1.5	i	i	i	i	i	i	i	i	i	i
COc1ccc(Br)cc1/C=N/NC(=O)CNC(=O)c1cccnc1	3.2	i	i	i	i	i	i	i	i	i	i
Cc1cccc2cc(COC(=O)c3ccccn3)c(=O)[nH]c12	-5.6	i	i	i	i	i	i	i	i	i	i
O=C(Nc1nc(-c2cc(Cl)sc2Cl)cs1)c1cccs1	60.5*	i	i	i	i	i	i	i	i	i	i
Nc1ccccc1C(=O)NNc1c2ccccc2nc2ccccc12	14.8	i	i	i	i	i	i	i	i	i	i
COc1ccc(-c2ccc(SCC(=O)NCC3CCCO3)nn2)cc1OC (configuration not stated)	1.5	i	i	i	i	i	i	i	i	i	i
COc1ccc(/C=c2\s/c(=C(/C#N)C(=O)NCc3ccco3)n(-c3ccccc3)c2=O)cc1	-6.6	i	i	i	i	i	i	i	i	i	i
FC(F)(F)c1nnc2sc(-c3ccncc3)nn12	-2.0	i	i	i	i	i	i	i	i	i	i
C/C(=N\OCC(=O)OCC(=O)NC(=O)c1ccc(OC(F)F)cc1)c1ccc2c(c1)OCO2	5.6	i	i	i	i	i	i	i	i	i	i
C=CCC(C(=O)c1ccccc1)[N+](C)(C)CC=C (configuration not stated)	2.6	i	i	i	i	i	i	i	i	i	i
Cc1nc2c(Br)cc(Br)cc2cc1O	-2.3	i	i	i	i	i	i	i	i	i	i
CCOC(=O)N1CCN(C(=O)CN(C)S(=O)(=O)c2ccc(F)cc2)CC1	-0.7	i	i	i	i	i	i	i	i	i	i
COc1ccc2cc(C(=O)N/N=C/c3sc4ccccc4c3O)ccc2c1	9.7	i	i	i	i	i	i	i	72.4*	i	i
CCOc1ccc(N(CC(=O)Nc2ccc(Br)cc2)S(C)(=O)=O)cc1	3.6	i	i	i	i	i	i	i	i	i	i
COc1ccc(C(=O)N2CCOCC2)cc1S(=O)(=O)N1CCCc2ccccc21	-2.8	i	i	i	i	i	i	i	i	i	i
Cn1c(=O)n(C)c2cc(S(=O)(=O)Nc3ccccc3O)ccc21	-4.0	i	i	i	i	i	i	i	i	i	i
Cc1cc(-c2nnc(SCC(=O)Nc3ccc(S(N)(=O)=O)cc3)n2N)n[nH]1	15.0	i	i	i	i	i	i	i	i	i	i
CC(=O)N1c2ccccc2NC2=C(C(=O)CCC2)C1c1ccco1 (configuration not stated)	-1.7	i	i	i	i	i	i	i	i	i	i
Cc1ccc(N(Cc2ccccc2)C(=O)c2cccc(S(=O)(=O)N3CC(C)OC(C)C3)c2)cc1 (configuration not stated)	-0.4	i	i	i	i	i	i	i	i	i	i
Cc1nc(C(=O)Nc2cccc(Cl)c2)nn1-c1cc(OC(C)C)c(Cl)cc1Cl	24.1	i	i	i	i	i	i	i	i	i	i
COc1ccc2c(c1)c(=O)oc1cc(OCC(=O)N3CCc4ccccc4C3)ccc12	41.4	i	i	i	i	i	i	i	i	i	i
CCC(=O)NCc1ccc(-c2nc3ncccc3o2)cc1	-8.8	i	i	i	i	i	i	i	i	i	i
Cc1cccc(Cn2c(Sc3nc(C)cs3)nc3c2c(=O)[nH]c(=O)n3C)c1	3.7	100*	i	i	i	i	i	i	i	i	i
O=S(=O)(Nc1ccc(S(=O)(=O)Nc2ncccn2)cc1)c1ccccc1	3.6	i	i	i	i	i	i	i	i	i	i
COc1ccc(/C=N/NC(=O)c2ccc3nc[nH]c3c2)c(OC)c1	-0.3	i	i	i	i	i	i	i	i	i	i
CC(=O)Nc1ccc(S(=O)(=O)Nc2nccs2)cc1	-0.1	i	i	i	i	i	i	i	i	i	i
Cn1c(=O)c2c(nc(NCc3ccco3)n2CCc2ccccc2)n(C)c1=O	3.9	i	i	i	i	i	i	i	i	i	i
O=C(NCc1cccs1)C(=O)c1c[nH]c2ccccc12	-1.9	i	i	i	i	i	i	i	i	i	i
O=C(/C=C/c1ccc(Cl)c([N+](=O)[O-])c1)Nc1ccc(N2CCCC2)c(Cl)c1	14.9	i	i	i	i	i	i	i	i	i	i
Fc1cccc(CN2CCN(C(=S)NCCc3ccccc3)CC2)c1	6.7	i	i	i	i	i	i	i	i	i	i
N#CC1(Nc2ccccc2)C(=O)Nc2ccccc21 (configuration not stated)	17.4	i	i	37.4*	i	i	i	i	i	i	i
COc1cccc(OCC(=O)O/N=C(\N)c2ccc(OC)c(OC)c2)c1	-3.5	i	i	i	i	i	i	i	i	i	i
NC(=O)CSc1nc2ccccc2c(=O)n1-c1ccccc1	-4.5	i	i	i	i	i	i	i	i	i	i
C=CCNC(=S)NNC(=O)C(CCCC)CC(C)(C)O (configuration not stated)	0.3	i	i	i	i	i	i	i	i	i	i
Cc1c(CCOC(=O)c2ccccc2)sc[n+]1Cc1ccccc1	0.4	i	i	i	i	i	i	-9.46*	i	i	i
Cc1nc(N)[nH]c(=O)c1Oc1cccc(C(F)(F)F)c1	1.6	i	i	i	i	i	i	i	i	i	i
CC1CCN(C(=O)Cn2nnc(-c3ccc(C(C)C)cc3)n2)CC1	3.7	i	i	i	i	i	i	i	i	i	i
O=C(Cn1c(=O)n(Cc2ccco2)c(=O)c2c3c(sc21)CCCCC3)Nc1ccccc1	9.6	i	i	i	i	i	i	i	i	i	i
O=C(O)c1ccnc(SCC(=O)c2ccccc2)c1	-5.3	i	i	i	i	i	i	i	i	i	i
O=C(O)CCCC(=O)N1CCN(C(c2ccccc2)c2ccccc2)CC1	-0.2	i	i	i	i	i	i	i	i	i	i
O=C(CCl)Nc1ccc(N2CCCCCC2)cc1	-3.2	i	i	i	i	i	i	i	i	i	i
Cc1ccc(NC(=O)N2CCN(C/C=C/c3ccccc3)CC2)cc1	-3.6	i	i	i	i	i	i	i	i	i	i

Further results follow:
mol	SKKanGAS inh	ANO1 block	TRPC4 potent	MrgX1 agonist	MrgX1 antagonist	TRPC4 block	TRPC4 agonist	TRPC6 inh	TRPC6 activator	MrgX1 PAM	ANO1 activ
O=S(=O)(Cc1ccccc1Cl)NCc1ccccc1	-9.2	i	i	i	i	i	i	i	i	i	i
O=C(O)c1cccc(NC(=S)N/N=C/c2ccccn2)c1	0.3	i	i	i	i	i	i	i	i	i	i
Cc1cc(C(=O)NNc2c(Cl)cccc2Cl)n(C(C)(C)C)n1	0.4	i	i	i	i	i	i	i	i	i	i
O=S(=O)(c1cc(Cl)ccc1Cl)N1CCN(Cc2ccc3c(c2)OCO3)CC1	2.1	i	i	i	i	i	i	i	i	i	i
CCOC(=O)c1ccc(N2CCOCC2)c(NC(=O)c2c(-c3ccccc3)noc2C)c1	2.0	i	i	i	i	i	i	i	i	i	i
COc1ccc(-c2csc(Nc3ccccc3)n2)cc1	3.2	i	i	i	i	i	i	i	i	i	i
Cc1cc(C(=O)NCCCC(=O)O)c(C)o1	0.3	i	i	i	i	i	i	i	i	i	i
Cc1nc2nc(SCC(=O)N3CCOCC3)nn2c(C)c1Cc1ccccc1	2.7	i	i	i	i	i	i	i	i	i	i
O=C(/C=N/O)NCc1cccnc1	-3.0	i	i	i	i	i	i	i	i	i	i
COc1ccc(Nc2cc(C)nc3nc(C)nn23)c(OC)c1	-3.3	i	i	i	i	i	i	i	i	i	i
C[C@@]12C(=O)Nc3cc(F)ccc3C(=O)N1[C@H]1c3ccccc3OC[C@@H]1[C@@H]2c1ccccc1	/	i	/	i	-6.24*	/	/	/	/	i	i
